Pol iota inh: blocks human DNA polymerase iota activity; 390,000 compounds, 1% hits; Pol iota fluorescent replication assay, 10 min; Q9UNA4; Potency, µM (top dose mostly 115 µM), inactives show top-dose activity, negative = inhibition, actives largely listed as inhibitors
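Fluorescent replication assay read twice, at 0 min and 10 min after adding 50 nM (final) substrate. Enzyme (10 nM) and compounds were first incubated 15 min at room temperature; enzyme-free buffer wells were negative controls.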
BAZ2B block: inhibitors of human BAZ2B bromodomain; Q9UIF8; AlphaScreen BAZ2B-H3K14Ac peptide displacement; Potency, µM (titrated, usually from 114 µM), without a hit: at the highest dose activity change, negative = inhibition, most hits filed as inhibitors; 360,000 compounds, 4.4% hits; note: % is set by controls: 0 for no effect and ±100 for the full control effect; nearly all actives have a fitted effect of over 60% in size
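Protein-peptide AlphaScreen: BAZ2B 50 nM, b-H3K14Ac 50 nM, 1x PBS pH 7.4 + 0.01% Tween-20. Preincubation 30 min RT; cpd 30 min RT (top 110 uM); beads 20 min RT, light-protected.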
Pol kappa inh: DNA polymerase kappa (human) inhibition; Q9UBT6; purified Pol kappa, fluorescent DNA synthesis assay, 10 min; Potency, µM (highest dose often 107 µM), for the others: top-dose activity, negative = inhibition, usual class: inhibitors; 400,000 compounds, 0.53% hits; AID 588579; note: % is set by controls: 0 for no effect and ±100 for the full control effect
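10 nM Pol kappa was preincubated with compounds for 15 min at room temperature. Reaction started with 50 nM (final) substrate. Fluorescence read kinetically at 0 and 10 min.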
Anesthetic bind: candidate novel general anesthetic via apoferritin binding; P02791; apoferritin/1-aminoanthracene competitive binding, fluorescence; Potency, µM (top dose mostly 77.5 µM), inactives show top-dose activity change, negative = displacement, actives largely listed as inhibitors; 350,000 compounds, 0.074% hits; AID 485281; note: % is set by controls: 0 for no effect and ±100 for the full control effect; nearly all actives have a fitted effect of over 20% in size
Target sequence (P02791 2-175 limits assumed): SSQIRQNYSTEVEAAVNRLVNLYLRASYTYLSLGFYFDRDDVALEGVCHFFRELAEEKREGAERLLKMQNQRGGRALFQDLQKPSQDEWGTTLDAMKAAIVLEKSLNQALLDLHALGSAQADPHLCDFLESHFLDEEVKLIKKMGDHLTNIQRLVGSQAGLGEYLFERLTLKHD
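Read-out: endpoint 1-AMA fluorescence, excitation 380 nm and emission 535 nm, after compounds sit 10 min at room temperature with 10 uM horse-spleen apoferritin in 50% saturated 1-AMA/PBS. Values come from four-parameter Hill fits.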
Pol beta inh: DNA polymerase beta (human) inhibition; Pol beta primer extension/strand displacement, fluorescence kinetic; Potency, µM (titrated, usually from 114 µM), for inactives: top-dose activity change, negative = inhibition, hits mostly inhibitors; AID 485314; 340,000 compounds, 1.3% hits; P06746; note: % is set by controls: 0 for no effect and ±100 for the full control effect
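Preincubation: enzyme (10 nM) with compound, 15 min, RT. Reaction: substrate added to 50 nM final. Reads: 0 and 10 min. Analysis: normalized, Hill fit.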
Pol eta inh: blocks human DNA polymerase eta activity. Potency, µM (doses to about 114 µM), without a hit: at the highest dose activity change, negative = inhibition, most hits filed as inhibitors. 390,000 compounds, 1.2% hits. recombinant Pol eta, fluorescent DNA replication assay; note: % is set by controls: 0 for no effect and ±100 for the full control effect
Target sequence (Q9Y253 whole entry, looked up): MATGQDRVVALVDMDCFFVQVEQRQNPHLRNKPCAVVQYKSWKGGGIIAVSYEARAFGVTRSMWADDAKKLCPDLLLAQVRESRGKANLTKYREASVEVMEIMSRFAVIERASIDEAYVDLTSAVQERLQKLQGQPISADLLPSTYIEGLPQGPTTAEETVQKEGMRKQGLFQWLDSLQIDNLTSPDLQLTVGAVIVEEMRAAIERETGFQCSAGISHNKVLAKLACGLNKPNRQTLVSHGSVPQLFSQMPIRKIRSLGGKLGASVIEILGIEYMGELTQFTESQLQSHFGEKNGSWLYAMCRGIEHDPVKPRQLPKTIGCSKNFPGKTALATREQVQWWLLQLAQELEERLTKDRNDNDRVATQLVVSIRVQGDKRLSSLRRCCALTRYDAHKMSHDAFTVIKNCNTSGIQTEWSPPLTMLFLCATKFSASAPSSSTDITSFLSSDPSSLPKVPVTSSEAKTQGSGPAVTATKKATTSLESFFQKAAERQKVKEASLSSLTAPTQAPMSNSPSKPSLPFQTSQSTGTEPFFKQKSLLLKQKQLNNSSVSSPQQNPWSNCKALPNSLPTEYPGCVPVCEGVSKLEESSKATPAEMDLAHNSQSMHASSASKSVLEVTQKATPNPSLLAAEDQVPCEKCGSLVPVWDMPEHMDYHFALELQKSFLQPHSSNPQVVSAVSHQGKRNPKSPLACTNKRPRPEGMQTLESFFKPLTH
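Pol eta (10 nM) was preincubated with compounds for 15 min at room temperature, after which fluorescent replication substrate (50 nM final) was added to start the reaction. Fluorescence was read kinetically at 0 and 10 min.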
G9a inh: blocks human histone lysine methyltransferase G9a | G9a H3K9 monomethylation, AlphaScreen, 2 h | AID 504332 | Q96KQ7 | 350,000 compounds, 8.8% hits | Potency, µM (top dose mostly 102 µM), inactives show top-dose activity, negative = inhibition, hits mostly inhibitors; note: % is set by controls: 0 for no effect and ±100 for the full control effect; nearly all actives have a fitted effect of over 75% in size
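G9a (20 nM) preincubated 15 min RT with compounds, then 500 nM biotinylated H3K9 peptide and 20 uM SAM added; 2 h RT reaction. Monomethyl-H3K9 product detected by AlphaScreen with anti-H3K9me1 antibody, streptavidin donor and anti-rabbit IgG acceptor beads.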
APEX1 inh: blocks human APE1 abasic DNA cleavage | Potency, µM (highest dose often 65.8 µM), without a hit: at the top dose activity change, negative = inhibition, actives largely listed as inhibitors | 350,000 compounds, 0.35% hits | recombinant APE1, TAMRA/BHQ-2 abasic DNA cleavage fluorescence | P27695 | AID 2517;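 note: plate controls were vehicle for no effect and reference inhibitor for full effect; nearly all actives have a fitted effect of over 55% in size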
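Step 1: APE1 (0.75 nM) with compound, 15 min RT. Step 2: add 50 nM fluorophore/quencher THF duplex. Step 3: three fluorescence reads 60 s apart (525/598 nm); read 3 minus read 1 = reaction progress.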
BLM inh: inhibitors of human Bloom syndrome helicase BLM; Potency, µM (series often up to 56.1 µM), without a hit: at the highest dose activity change, negative = inhibition, usual class: inhibitors; P54132; 350,000 compounds, 0.2% hits; recombinant BLM DNA unwinding, fluorescence dequenching;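 note: plate controls were vehicle for no effect and no enzyme for full effect; nearly all actives have a fitted effect of over 35% in size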
Numbers without * were called inactive; ? = inconclusive; nt = no result given; & = joins results of further samples; [ ] = another dose, or the depositor's remark. Calls come from the whole dose curve; as a rule, active = well fitted curve in the direction sought with a large enough effect; inconclusive = small, poorly fitted or top-dose-only effect, or another doubt; inactive = no such curve, though single readings can be large; an effect the other way counts as inactive or inconclusive. Potency is the fitted concentration of half-maximal effect. A portion of the library; the hit share may differ from the screen's.

Under each structure – Pol iota inh | BAZ2B block | Pol kappa inh | Anesthetic bind | Pol beta inh | Pol eta inh | G9a inh | APEX1 inh | BLM inh
Cc1ccc(-n2c(SCc3ccc([N+](=O)[O-])cc3)nc3ccccc3c2=O)cc1
  -3% | -36% | -10% | -9% | 19% | -12% | ? | -8% | -7%
O=C(O[C@@H]1Cc2c(O)cc(O)cc2OC1c1ccc(O)c(O)c1)c1cc(O)c(O)c(O)c1 (stereo partly specified)
  nt | nt | 0.18µM* | -1% | nt | nt | nt | 0.32µM* | -26%
CC(=O)Nc1ccc(S(=O)(=O)N(C)c2ccc(OCC(=O)OCC(=O)N3CCCCC3)cc2)cc1
  106%[activator] | -2% | -26% | -5% | 2% | -7% | -9% | -2% | -7%
Cc1ccc(-n2c(SCC(=O)NC3CCS(=O)(=O)C3)nc3ccccc3c2=O)cc1 (stereo unspecified)
  109%[activator] | -3% | 6% | -5% | -2% | -9% | -11% | -3% | -4%
CCOC(=O)CC(NC(=O)Cn1nnc(-c2ccc(C(F)(F)F)cc2)n1)c1ccccc1Cl (stereo unspecified)
  27% | -6% | -10% | 8% | 22% | 3% | 3%[59 µM] | nt | -1%
COC(=O)C1CCN(C(=O)C2CCN(C(=O)[C@@H](NS(=O)(=O)c3ccc(C)cc3)C(C)C)CC2)CC1
  27% | 30% | -5% | -13% | 1% | -20% | nt | 5% | 4%
CCN1CCN(c2c(Cl)cccc2NC(=O)c2ccc([N+](=O)[O-])cc2)CC1
  17% | -22% | -10% | -5% | -1% | -22% | ? | -3% | 0%
CC(=O)c1ccc(N(C(=O)c2ccco2)C(C(=O)NC2CCCC2)c2ccc(N3CCOCC3)cc2)cc1 (stereo unspecified)
  20% | 5% | -6% | -2% | -13% | -2% | -6% | -7% | -1%
Cc1cccnc1Sc1c([N+](=O)[O-])ncn1C
  20% | 5% | 0% | -8% | 80% | -1% | 1% | 0% | 0%
Cc1cccc(CCn2c(=O)c3ccccc3n(CC(=O)Nc3ccccc3F)c2=O)c1
  0% | -3% | 8% | -8% | -2% | 8% | 9%[59 µM] | nt | -1%
O=C(NCCc1csc2nc(-c3ccccc3F)nn12)C(=O)Nc1cc(F)ccc1F
  19% | -2% | -8%[60.1 µM] | 5% | 11% | -21% | 2%[59 µM] | nt | -1%
CCOc1ccc(N2C(=O)c3n[nH]c(-c4cccs4)c3C2c2cccc(F)c2)cc1 (stereo unspecified)
  13µM* | -36% | 1% | -17% | 8% | nt | -30%[59 µM] | nt | -17%
Cc1ccc(Cn2c(C(=O)O)c(CNCc3ccc(OC(C)C)cc3)c3ccc(C)cc32)cc1
  13% | -35% | -16% | -10% | ? | -25% | ? | nt | -11%
Cc1c(C)c2cc(Cl)c(OCC(=O)N3CCN(c4ccc(F)cc4)CC3)cc2oc1=O
  20% | -5% | 7% | -7% | 17% | -17% | 0% | 33% | -2%
COc1ccc(N2C(=O)[C@@H]3[C@H](C2=O)[C@H]2c4ccccc4C=CN2[C@@H]3C(=O)Nc2ccccc2)cc1
  ? | -31% | -12% | ? | 14% | 12% | 8.9µM* | -4% | -12%
Cc1ccccc1C(=O)Nc1ccc(NC(=O)c2cccs2)cc1
  -11% | -4% | -11% | -12% | 23% | -5% | ? | nt | -6%
CC(=O)c1cc2c(cc1NC(=O)CCc1ccccc1)OCO2
  7% | 95%[activator] | -3% | -11% | 0% | 1% | 11%[2.33 µM] | -1% | -2%
CSc1ccc(/C=C(\C#N)C(=O)Nc2cccc(C)c2)cc1
  33%[activator] | -27% | -5% | -12% | -12% | -13% | 8%[59 µM] | 11% | 2%
CCOc1ncccc1C(=O)N(C)CC(=O)Nc1ccccc1SC
  53%[activator] | -28% | -5% | -1% | 2% | -10% | ? | 8% | 4%
Cc1ccc(SC(=O)COc2ccc(C)c(C)c2)cc1
  2% | 158%[activator] | 2% | -18% | 7% | -6% | 24%[12.7 µM] | 0% | -5%
O=C(NCc1ccc2c(c1)OCO2)C(=O)NCC1OCCN1S(=O)(=O)c1ccc(F)cc1 (stereo unspecified)
  -11% | -18% | -3% | ? | -27% | -2% | 29% | -7% | -1%
CC1S/C(=C(\C#N)C(N)=O)N(c2ccc(F)cc2)C1=O (stereo unspecified)
  ? | 2% | -5% | -14% | 1% | 4% | -20% | -5% | -3%
CC1(C)CC(=O)C(C=NCCc2ccc(S(N)(=O)=O)cc2)=C(O)C1
  27% | -2% | -20% | -5% | 32% | 0% | 1%[12.7 µM] | 11% | 0%
C/C(=N\NC(=O)c1ccc(CN2CCOCC2)cc1)c1ccc([N+](=O)[O-])cc1
  8% | 12% | 0% | -6% | 2% | -2% | 36%[59 µM] | 1% | 4%
CCCCCOc1ccc(C(=O)Nc2ccc(S(=O)(=O)Nc3cc(C)on3)cc2)cc1
  5% | 2% | -7% | -8% | 13% | 2% | 8% | 18% | -4%
Cn1c(=O)[nH]c(=O)c2c1nc(CN1CCN(c3cccc(Cl)c3)CC1)n2CCN1CCOCC1
  23% | -38%[57.1 µM] | 0% | -7% | 18% | -11% | 45%[59 µM] | -1% | 0%
CCOC(=O)c1c(NC(=O)CSc2cn(CCNC(=O)c3ccc(OC)cc3)c3ccccc23)sc2c1CCC2
  -11% | -39% | -18% | 45%[activator] | 4% | -13% | ? | nt | -8%
CCCNC(=O)c1ccc(N2CCC3(CC2)CC(c2ccccc2)=NO3)c(NC(=O)c2cccc(OC)c2)c1
  ? | ? | -19% | -18% | -1% | -13% | 45µM* | 19% | -2%
O=C(Cn1c(=O)nc(-c2ccccc2)c2ccccc21)NCCCc1ccccc1
  21% | 1% | -2% | -5% | -6% | -23% | 6%[59 µM] | nt | -1%
CC(C)c1ccc(CNC(=O)c2ccc(N3CCCC3)c(NC(=O)NCc3ccc(F)cc3)c2)cc1
  9% | -19% | -8%[60.1 µM] | 9% | 1% | -10% | -1%[12.7 µM] | nt | -5%
CC(C1CC1)N(Cc1ccccc1)C(=O)NC(=O)c1ccccc1 (stereo unspecified)
  62%[activator] | ? | -9% | -4% | 1% | -20% | -2% | 27% | 0%
O=C(Nc1nc(-c2cccs2)c(-c2cccs2)s1)C1CCCC1
  -13% | 14% | -6% | -4% | 0% | -18% | -18% | -5% | -9%
CCCOc1ccc(C(=O)NNC(=S)NC(C)=O)cc1
  16% | 25%[57.1 µM] | -15% | -9% | 13% | -11% | ? | 9% | -4%
CC(C)NC(=O)c1ccccc1N(Cc1ccccc1)S(C)(=O)=O
  6% | 2% | 2% | -15% | 1% | -12% | -68% | 0% | 0%
COCCCNC(=O)c1cn(CCOC)c(=O)c2c1c1ccccc1n2C
  -7%&24% | -2%&1% | 0%&11% | 2%&0% | 35%&-2% | -6%&-22% | 6%[59 µM] | -9% | 0%&-3%
Cc1ccc(N=Nc2c(C)[nH]n(C(N)=S)c2=O)cc1
  45%[activator] | 0% | 12% | -6% | -3% | -16% | 11% | -1% | 1%
Cc1cc(C)c(O)c(-c2cc(C(=O)NCCc3ccc(S(N)(=O)=O)cc3)[nH]n2)c1
  1% | -19% | -7% | -24% | ? | -13% | 9% | ? | -7%
COC(=O)c1sccc1NC(=S)Nc1cccc(F)c1
  116%[activator] | -7% | 3% | -4% | 2% | -22% | nt | 0% | -9%

Ten neighbouring compounds out of the list so far, quoted:
Under each structure – Pol iota inh | BAZ2B block | Pol kappa inh | Anesthetic bind | Pol beta inh | Pol eta inh | G9a inh | APEX1 inh | BLM inh
O=C(Cn1c(=O)nc(-c2ccccc2)c2ccccc21)NCCCc1ccccc1
  21% | 1% | -2% | -5% | -6% | -23% | 6%[59 µM] | nt | -1%
CC(C)c1ccc(CNC(=O)c2ccc(N3CCCC3)c(NC(=O)NCc3ccc(F)cc3)c2)cc1
  9% | -19% | -8%[60.1 µM] | 9% | 1% | -10% | -1%[12.7 µM] | nt | -5%
CC(C1CC1)N(Cc1ccccc1)C(=O)NC(=O)c1ccccc1 (stereo unspecified)
  62%[activator] | ? | -9% | -4% | 1% | -20% | -2% | 27% | 0%
O=C(Nc1nc(-c2cccs2)c(-c2cccs2)s1)C1CCCC1
  -13% | 14% | -6% | -4% | 0% | -18% | -18% | -5% | -9%
CCCOc1ccc(C(=O)NNC(=S)NC(C)=O)cc1
  16% | 25%[57.1 µM] | -15% | -9% | 13% | -11% | ? | 9% | -4%
CC(C)NC(=O)c1ccccc1N(Cc1ccccc1)S(C)(=O)=O
  6% | 2% | 2% | -15% | 1% | -12% | -68% | 0% | 0%
COCCCNC(=O)c1cn(CCOC)c(=O)c2c1c1ccccc1n2C
  -7%&24% | -2%&1% | 0%&11% | 2%&0% | 35%&-2% | -6%&-22% | 6%[59 µM] | -9% | 0%&-3%
Cc1ccc(N=Nc2c(C)[nH]n(C(N)=S)c2=O)cc1
  45%[activator] | 0% | 12% | -6% | -3% | -16% | 11% | -1% | 1%
Cc1cc(C)c(O)c(-c2cc(C(=O)NCCc3ccc(S(N)(=O)=O)cc3)[nH]n2)c1
  1% | -19% | -7% | -24% | ? | -13% | 9% | ? | -7%
COC(=O)c1sccc1NC(=S)Nc1cccc(F)c1
  116%[activator] | -7% | 3% | -4% | 2% | -22% | nt | 0% | -9%

Gathered by group: the entries above with a cyano group (2)
Under each structure – Pol iota inh | BAZ2B block | Pol kappa inh | Anesthetic bind | Pol beta inh | Pol eta inh | G9a inh | APEX1 inh | BLM inh
CSc1ccc(/C=C(\C#N)C(=O)Nc2cccc(C)c2)cc1
  33%[activator] | -27% | -5% | -12% | -12% | -13% | 8%[59 µM] | 11% | 2%
CC1S/C(=C(\C#N)C(N)=O)N(c2ccc(F)cc2)C1=O (stereo unspecified)
  ? | 2% | -5% | -14% | 1% | 4% | -20% | -5% | -3%

Screens as filed in PubChem BioAssay.
